Compound activity from PubChem BioAssay.
Casp6 inh: human caspase-6 inhibitors, primary screen, biochemical, VEID-R110 fluorescence, single point, set 2; purified caspase-6, Z-VEID-R110 cleavage fluorescence; P55212; AID 686996, 2013; hit rate 0.53% among 350,000; inhibition, % at 12.5 µM;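 active means mean inhibition across replicates at least about 35%, with every replicate also reaching that limit, limit read from the data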;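 further: 0% = median of neutral control wells and 100% = no fluorescence left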
RAD52 anneal inh: RAD52 DNA annealing inhibitors, primary screen, biochemical, FRET, single point, set 2; DNA repair protein RAD52 homolog (Homo sapiens), P43351; recombinant RAD52 DNA annealing, FRET fluorescence; inhibition, % at 18.7 µM; hit rate 0.46% among 360,000; AID 651710, 2012;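 active means every replicate showing at least 50% inhibition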
Target sequence (P43351 whole entry, looked up): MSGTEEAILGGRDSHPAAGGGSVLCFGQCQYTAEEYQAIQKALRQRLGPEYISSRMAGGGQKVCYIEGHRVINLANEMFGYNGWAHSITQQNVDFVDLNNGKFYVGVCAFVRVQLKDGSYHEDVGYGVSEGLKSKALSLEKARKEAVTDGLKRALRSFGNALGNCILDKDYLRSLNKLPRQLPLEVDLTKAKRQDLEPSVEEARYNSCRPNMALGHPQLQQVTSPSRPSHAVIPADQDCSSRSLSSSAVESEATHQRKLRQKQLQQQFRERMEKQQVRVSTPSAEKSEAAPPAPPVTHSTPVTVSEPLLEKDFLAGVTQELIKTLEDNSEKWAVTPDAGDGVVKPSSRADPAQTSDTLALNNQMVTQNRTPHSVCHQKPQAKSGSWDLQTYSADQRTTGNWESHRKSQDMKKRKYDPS
RAD54 inh: inhibitors of human RAD54 branch migration, primary screen, biochemical, fluorescence, single point. DNA repair and recombination protein RAD54-like (Homo sapiens), Q92698. AID 602329, 2012. inhibition, % at 10.4 µM. RAD54 Holliday junction branch migration, FAM/BHQ fluorescence. hit rate 0.14% among 360,000;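 active means mean normalized replicate activity at least 40 and at least half of replicates scoring 40 or more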;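 further: 0% = median of neutral control wells and 100% = median of positive control wells; inhibitors cause a drop in the FAM fluorescence signal; in these data hits start at about 50%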
ERp5 inh: inhibitors of ERp5-driven insulin aggregation, primary screen, biochemical, turbidity, absorbance 650 nm, single point; Protein disulfide-isomerase A6 (Homo sapiens), Q15084; 90 min; inhibition, % at 9.99 µM; hit rate 0.05% among 350,000;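 active means mean replicate inhibition above about 25%, with every replicate also reaching it, limit read from the data, passing the limit was not always enough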
PglD DTNB: C. jejuni PglD acetyltransferase inhibitors, primary screen, biochemical, DTNB colorimetric, single point | purified PglD enzyme, DTNB colorimetric CoA detection | AID 602405, 2012 | inhibition, % at 12.5 µM | hit rate 0.098% among 360,000; in the data active means inhibition above about 16%, passing the limit was not always enough; further: strong numbers were not always called active
ARNT-TACC3 inh: disruptors of ARNT/TACC3 protein interaction, primary screen, biochemical, AlphaScreen, single concentration. Transforming acidic coiled-coil-containing protein 3 (Homo sapiens), Q9Y6A5. AlphaScreen His-ARNT PAS-B/GST-TACC3 binding, luminescence; TACC3 fragment carries E629A point mutation. inhibition, % at 9.99 µM. hit rate 0.66% among 390,000. AID 623870, 2012;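 active means mean inhibition of replicates at least 50% and at least half of replicates each reaching 50%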;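 further: 0% = complete ARNT plus TACC3 wells and 100% = ARNT alone without TACC3; many hits fall short of the cut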
esBAF inh: Bmi1 luciferase reporter increase in mESCs, primary screen, esBAF inhibitor project, mouse ES cells, Bmi1 luciferase knock-in, single point; 24 h; 100% = twice the neutral-well signal; reporter increase, % at 12.5 µM; hit rate 2% among 350,000; in the data active means activation above about 40%;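 further: 0% = median of the plate's neutral control wells and 100% = double that signal; a rise in the Bmi1 reporter signal indicates esBAF inhibition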
E-sel inducer: E-selectin induction in HUVECs, primary screen, imaging, HUVEC, immunofluorescence imaging, single point. activation, % at 7.58 µM. normalized: neutral wells 0, TNF-alpha wells 100. P16581. hit rate 0.37% among 260,000;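 active means mean E-selectin-positive cell signal at least 10% of the positive control, reached in at least 60% of replicates, without over 20% cell loss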;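 further: in these data hits start at about 27%; measured in HUVEC primary endothelial cells; signal is the percent of cells scored E-selectin positive by PE staining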
Target sequence (P16581 whole entry, looked up): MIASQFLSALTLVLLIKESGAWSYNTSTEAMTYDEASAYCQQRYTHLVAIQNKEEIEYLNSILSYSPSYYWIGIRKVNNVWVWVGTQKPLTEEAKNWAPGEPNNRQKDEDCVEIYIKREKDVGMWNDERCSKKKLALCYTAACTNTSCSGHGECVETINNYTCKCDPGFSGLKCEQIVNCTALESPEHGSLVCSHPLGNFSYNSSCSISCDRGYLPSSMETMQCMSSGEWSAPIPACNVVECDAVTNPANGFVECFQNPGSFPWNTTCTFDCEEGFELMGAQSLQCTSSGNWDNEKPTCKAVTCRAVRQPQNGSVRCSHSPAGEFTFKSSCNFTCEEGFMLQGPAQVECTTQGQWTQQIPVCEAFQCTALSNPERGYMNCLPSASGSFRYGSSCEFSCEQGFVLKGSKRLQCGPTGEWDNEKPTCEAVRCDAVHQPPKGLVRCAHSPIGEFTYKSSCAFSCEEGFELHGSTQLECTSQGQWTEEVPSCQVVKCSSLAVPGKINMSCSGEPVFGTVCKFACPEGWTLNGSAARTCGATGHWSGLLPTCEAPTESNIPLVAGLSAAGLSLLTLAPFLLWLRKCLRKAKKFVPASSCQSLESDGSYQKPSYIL
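assay system = HUVEC, human umbilical vein endothelial cells | input = 3,000 HUVEC seeded per well | medium = EGM-2 growth medium on 0.1% gelatin-coated wells | dosing = one compound dose added by pin transfer | signal = immunofluorescence imaging | read-out basis = % PE-positive cells | control set = TNF-alpha, DMSO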
The depositor's hits bear a star; / = not tested or not shown.

No.	smiles	Casp6 inh	RAD52 anneal inh	RAD54 inh	ERp5 inh
1	C[C@H]1CN([C@@H](C)CO)C(=O)c2cc(NS(C)(=O)=O)ccc2O[C@H]1CN(C)S(=O)(=O)c1cn(C)cn1	3.5	-10.4	4.3	-3.0
2	CCOC(=O)N1CCC(N2CC34C=CC(O3)C(C(=O)Nc3ccc(C)cc3)C4C2=O)CC1 (centres undefined)	0.0	1.3	-4.5	2.8
3	O=C(c1cccc([N+](=O)[O-])c1)N1CCN(S(=O)(=O)N2CCCCC2)CC1	1.8	-19.0	-0.5	0.3
4	CCc1ccc(OCc2nnc(-c3ccccc3Br)o2)cc1	3.0	-13.8	-7.0	-5.5
5	COc1ccc(OC)c(NC(=O)CC2Oc3ccccc3NC2=O)c1 (centres undefined)	-0.6	-14.3	-0.2	3.1
6	Cn1cc(-c2cc(C(=O)O)on2)cn1	1.2	-3.5	-0.5	-0.3
7	O=C(Nc1nnc(SCC(=O)N2CCCCC2)s1)c1ccc(F)cc1F	-2.4	-6.2	4.9	0.5
8	Cc1onc(-c2ccccc2)c1-c1csc(N/N=C/c2ccccc2)n1	5.2	-10.5	/	1.9
9	Cc1cccc(S(=O)(=O)N2C[C@@H](O)COC[C@@H]3O[C@H](CC(=O)N4CCN(C)CC4)CC[C@H]32)c1	-2.7	10.2	-3.6	-5.8
10	CC(NC(=O)c1cc2ccccc2o1)c1cccs1 (centres undefined)	/	/	1.5	/

No.	PglD DTNB	ARNT-TACC3 inh	esBAF inh	E-sel inducer
1	-7.0	-7.1	-6.8	-11.2
2	-2.9	/	-2.8	0.1
3	1.0	-0.5	0.7	10.4
4	5.7	-10.1	0.5	2.8
5	2.2	-4.3	32.9	/
6	3.1	-2.7	0.2	0.7
7	-4.3	-12.9	4.5	/
8	/	-3.9	15.8	/
9	0.8	-5.7	-3.7	0.1
10	-3.0	-0.7	9.3	/

No.	smiles	Casp6 inh	RAD52 anneal inh	RAD54 inh	ERp5 inh
11	NNC(=S)Nc1cc(S(=O)(=O)N2CCOCC2)ccc1N1CCOCC1	0.3	-19.9	/	2.7
12	C[C@H](CO)N1C[C@H](C)[C@@H](CN(C)C(=O)NC2CCCCC2)Oc2ccc(NS(=O)(=O)c3cn(C)cn3)cc2CC1=O	/	/	2.5	/
13	Cc1cc(C)c2nc(-c3cccnc3)cc(C(=O)NC(C)c3cnn(C)c3C)c2c1 (centres undefined)	-2.2	-25.6	-0.3	5.9
14	O=C(Nc1ccccc1)c1ccc[nH]1	1.0	-17.9	-6.0	2.3
15	Cc1ccccc1-n1nc(C)c2cc(C(=O)N3CCN(S(=O)(=O)c4ccc(F)cc4)CC3)sc21	/	/	-10.0	/
16	O=C(NCC[C@H]1CC[C@H](NC(=O)c2cccnc2)[C@@H](CO)O1)Nc1ccc(C(F)(F)F)cc1	1.7	19.6	-2.2	-4.6
17	Cc1ccc(N(CC(=O)N2CCOCC2)S(C)(=O)=O)cc1	0.9	-15.3	/	1.1
18	O=C(OCC(=O)N1CCCCC1)c1cc(S(=O)(=O)N2CCOCC2)c(Cl)cc1Cl	-0.4	-10.1	5.3	-0.9
19	O=C(C(NS(=O)(=O)c1cccs1)c1ccccc1)N1CCN(c2ccccc2)CC1 (centres undefined)	/	/	3.5	/
20	O=C(NCc1cccc(Br)c1)C1CC(c2cc(C(F)(F)F)cc(C(F)(F)F)c2)=NO1 (centres undefined)	3.2	-12.2	6.7	-1.9

No.	PglD DTNB	ARNT-TACC3 inh	esBAF inh	E-sel inducer
11	/	11.9	/	4.7
12	6.6	1.8	-0.9	2.9
13	-4.0	-0.3	0.8	/
14	-9.3	-3.1	/	-0.2
15	1.2	-10.7	17.3	/
16	6.2	/	-2.4	0.4
17	/	-7.1	-10.1	/
18	-2.2	-2.2	-6.2	-0.9
19	0.0	3.8	5.9	/
20	2.4	-3.0	0.1	0.0

No.	smiles	Casp6 inh	RAD52 anneal inh	RAD54 inh	ERp5 inh
21	O=C(C[C@H]1CC[C@@H]2NC[C@H](O)COC[C@H]2O1)NCCN1CCCCC1	0.3	5.5	2.9	-1.4
22	COC(=O)[C@]1(Cc2ccccc2)N[C@H](c2ccc(-c3cc(C(C)=O)cs3)cc2)[C@@H]2C(=O)N(C)C(=O)[C@@H]21	-1.7	-17.9	-1.2	1.9
23	Cc1ccc2nc(C)cc(C(=O)NC3CCCCCC3)c2c1	-1.3	-14.9	-1.6	0.3
24	COc1ccc(S(=O)(=O)Cc2ccc(C(=O)NCc3cccs3)o2)cc1	1.3	-25.0	1.8	4.9
25	O=C(NCCCN1CCCC1=O)c1cccc(NS(=O)(=O)c2ccccc2)c1	0.2	-1.1	-0.1	1.3
26	CCC1(C)Cc2ccccc2C(=S)N1 (centres undefined)	-0.7	-13.1	-1.4	4.7
27	Cc1cccc(OC(C)C(=O)Nc2nc(-c3cccnc3)cs2)c1 (centres undefined)	2.8	-9.4	1.6	4.1
28	Cc1ccc(S(=O)(=O)N2CCC(=O)N(C(COCc3cccc(C(F)(F)F)c3)C(C)C)CC2)cc1 (centres undefined)	/	/	1.7	/
29	CCOCCCNC(=O)C(NC(=O)CNC(=O)c1ccccc1)c1ccccc1 (centres undefined)	/	/	-5.0	/
30	O=C(Cn1cnc2ccccc2c1=O)N1CCc2ccccc2C1	-2.7	-7.1	/	-2.7

No.	PglD DTNB	ARNT-TACC3 inh	esBAF inh	E-sel inducer
21	-2.6	9.1	0.6	0.0
22	-3.3	/	-6.5	0.0
23	-3.1	14.2	-6.4	3.4
24	0.4	-2.9	-3.5	-0.2
25	1.6	-1.8	3.0	/
26	0.7	/	-7.0	/
27	2.3	/	2.4	19.7
28	4.5	5.1	0.4	/
29	-0.3	27.3	-1.6	/
30	/	-6.0	/	2.6

No.	smiles	Casp6 inh	RAD52 anneal inh	RAD54 inh	ERp5 inh
31	CCN(CC)S(=O)(=O)c1cc(OC)ccc1N=Nc1ccc(O)c2ncccc12	3.6	-9.5	2.6	-3.1
32	CC(=O)NCCc1nc2ccccc2n1CCCCOc1ccccc1	-0.2	-8.1	-8.8	1.2
33	Cc1ccc(CN2C(=O)C(C)Oc3ccccc32)cc1 (centres undefined)	5.4	-9.6	/	-6.3
34	O=C(NCC(=O)N(c1cccnc1)C(C(=O)NCc1ccco1)c1ccccc1)c1ccco1 (centres undefined)	/	/	-8.5	/
35	Cc1cc(C)c(C(=O)CSc2nnc(N)s2)cc1C	-1.2	-5.8	15.7	1.2
36	CCOC(=O)CC1(C)OCC(C[N+]2(C)CCCCC2)O1 (centres undefined)	-9.1	-0.5	/	4.0
37	CCc1ccc(/C=C2\SC(=S)N(CCCC(=O)Nc3ccccc3C(=O)O)C2=O)cc1	32.4	-4.2	1.0	-14.9
38	CCCN1[C@@H]2c3ccc(/C=C/c4ccccc4)c(=O)n3C[C@@H]2[C@@H](CO)[C@@H]1C(=O)NCc1ccncn1	/	/	4.3	/
39	COc1ccc(S(=O)(=O)N2CCCCC2)cc1C(=O)N1CCCCCC1	-6.7	-13.2	-5.1	-5.1
40	COC(=O)[C@@]1(Cc2ccc(OC)cc2)[C@H]2c3cc(C(=O)N4CCCC4)n(CCO)c3C[C@H]2CN1C(=O)c1ccccc1	1.2	-0.4	/	4.7

No.	PglD DTNB	ARNT-TACC3 inh	esBAF inh	E-sel inducer
31	-0.6	47.8*	-46.7	0.0
32	7.2	-43.4	-2.5	1.9
33	/	-5.8	/	/
34	-8.3	-4.8	2.7	/
35	7.7	-26.0	/	0.4
36	/	-3.3	/	1.8
37	-4.3	-0.2	-39.5	/
38	0.2	12.0	3.7	0.4
39	-3.1	10.6	8.8	0.5
40	/	/	/	0.2

No.	smiles	Casp6 inh	RAD52 anneal inh	RAD54 inh	ERp5 inh
41	COc1ccc(-c2cc(=O)oc3c(C)c(OCC(=O)N[C@@H](Cc4ccc(O)cc4)C(=O)O)ccc23)cc1	5.5	-13.4	-7.1	0.5
42	CCNS(=O)(=O)c1ccc(NC(=O)Nc2cccc(C(F)(F)F)c2)cc1	/	/	2.8	/
43	Cc1ccc(C(=O)Oc2ccc(Br)cc2C(=S)N2CCOCC2)cc1	-1.0	-6.7	0.5	-2.6
44	CCOc1cc(CNC(C)C)c(Cl)cc1OCC(=O)NCCc1ccccc1	/	/	6.6	/
45	NC(=O)COc1ccc(=O)n(-c2ccccc2)n1	-0.3	-0.2	-1.6	4.2
46	Cc1ccccc1C(=O)N1CCCC(CCC(=O)N2CCN(c3ccccn3)CC2)C1 (centres undefined)	0.0	-13.7	4.0	-0.1
47	CNC[C@H]1Oc2c(NC(=O)Nc3c(C)noc3C)cccc2C(=O)N([C@@H](C)CO)C[C@@H]1C	2.6	-3.7	-1.9	6.7
48	CN1[C@@H]2c3ccc(/C=C/c4ccccc4)c(=O)n3C[C@H]1[C@H](CO)[C@H]2C(=O)NC1Cc2ccccc2C1	0.8	-14.4	-1.4	1.3
49	COC(=O)C1=C(CN2CCSCC2)NC(=O)NC1c1cc(C)ccc1C (centres undefined)	/	/	-10.2	/
50	C=CCn1c(=O)c(CCC(=O)Nc2ccc(N3CCOCC3)cc2)nc2cc(C(F)(F)F)ccc21	-1.1	-2.6	-2.5	2.6

No.	PglD DTNB	ARNT-TACC3 inh	esBAF inh	E-sel inducer
41	0.6	10.8	-4.8	/
42	-1.5	-17.3	-3.1	/
43	-6.7	10.9	-1.6	/
44	-8.2	-5.1	2.7	/
45	6.0	-5.3	-5.7	0.3
46	-4.2	-9.5	0.7	/
47	-2.7	-2.5	-4.7	0.2
48	2.3	-35.7	-1.6	-0.1
49	-6.1	-13.9	8.1	/
50	-2.1	/	1.2	-0.1

No.	smiles	Casp6 inh	RAD52 anneal inh	RAD54 inh	ERp5 inh
51	CC1=[N+](CC(=O)NC(C)(C)C)CCc2ccccc21	-5.6	-4.1	/	-9.4
52	CCc1ccc(CNC(=O)C2CCCN(c3nn4c(=O)cc(C)nc4s3)C2)cc1 (centres undefined)	0.6	-3.8	-9.9	-11.2
53	COC(=O)C1C(=O)C2=C(CC1C)NC(C)=C(C(=O)OCCOc1ccccc1)C2c1ccc(C)o1 (centres undefined)	/	/	-6.2	/
54	O=C(CC(F)(F)F)N1C[C@H]2[C@@H](c3ccccc31)[C@@H](CO)N2CC1CCCCC1	1.3	-2.1	-3.5	-0.1
55	COc1ccc(C(=O)NCC(=O)N=Nc2c(O)n(C)c3ccccc23)cc1OC	2.0	-7.6	5.7	-1.5
56	COc1cccc(C(=O)N2CCN(C(=O)c3ccc(-c4ccccc4)cc3)CC2)c1OC	5.5	-12.8	/	3.0

No.	PglD DTNB	ARNT-TACC3 inh	esBAF inh	E-sel inducer
51	/	-3.4	/	/
52	-4.3	3.2	-1.9	0.0
53	-3.2	4.6	0.2	/
54	0.3	-6.7	-10.3	-0.6
55	2.4	5.8	-8.1	0.6
56	/	24.3	/	-1.7

A draw from above in order of length of the SMILES, low to high:
No.	smiles	Casp6 inh	RAD52 anneal inh	RAD54 inh	ERp5 inh
51	CC1=[N+](CC(=O)NC(C)(C)C)CCc2ccccc21	-5.6	-4.1	/	-9.4
52	CCc1ccc(CNC(=O)C2CCCN(c3nn4c(=O)cc(C)nc4s3)C2)cc1 (centres undefined)	0.6	-3.8	-9.9	-11.2
54	O=C(CC(F)(F)F)N1C[C@H]2[C@@H](c3ccccc31)[C@@H](CO)N2CC1CCCCC1	1.3	-2.1	-3.5	-0.1

No.	PglD DTNB	ARNT-TACC3 inh	esBAF inh	E-sel inducer
51	/	-3.4	/	/
52	-4.3	3.2	-1.9	0.0
54	0.3	-6.7	-10.3	-0.6
